MPTP inh = mitochondrial permeability transition pore inhibitors, primary screen, biochemical, isolated mouse mitochondria, absorbance; inhibition, % at 10 µM; 1.4% of 360,000 active; Ca2+ swelling absorbance, 30 min;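 active = inhibition of 50% or more, scaled per plate between neutral and stimulator controls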;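 also: 0% = DMSO wells given calcium and 100% = 1 mM EGTA wells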
Active calls of the source: *.

Preview:
For C[C@H](CO)N1C[C@H](C)[C@@H](CN(C)C(=O)NC2CCCC2)Oc2cc(Br)ccc2S1(=O)=O the results were MPTP inh -0.6.
Screening COc1ccccc1CCn1cnc(Cc2cccc(F)c2)c1C(C)C returned MPTP inh 3.0.
For COc1ccc2c(c1)C(=O)C1(CC2)OC1c1cccnc1 (configuration not stated) the results were MPTP inh -0.6.

Main list, from the first entry:
For C[C@H](CO)N1C[C@H](C)[C@@H](CN(C)C(=O)NC2CCCC2)Oc2cc(Br)ccc2S1(=O)=O the results were MPTP inh -0.6.
Screening COc1ccccc1CCn1cnc(Cc2cccc(F)c2)c1C(C)C returned MPTP inh 3.0.
For COc1ccc2c(c1)C(=O)C1(CC2)OC1c1cccnc1 (configuration not stated) the results were MPTP inh -0.6.
Screening O=C1c2c(-c3ccc(Br)cc3)noc2CCN1Cc1cn(C2CCCC2)nn1 returned MPTP inh 5.8.
Screening C[C@@H]1CN([C@H](C)CO)C(=O)c2cc(Br)cnc2O[C@@H]1CN(C)C(=O)c1cccc(F)c1 returned MPTP inh -0.9.
Cc1cccc(C)c1NC(=O)C1(C)CSCC(=O)N1CCCN1CCOCC1 (configuration not stated) was read as MPTP inh 0.0.
For CC1(C(=O)O)CCCN1C(=O)c1cccc(OC(F)(F)F)c1 (configuration not stated) the results were MPTP inh 1.5.
Screening O=c1c(O)c(-c2ccccc2)oc2cc(O)ccc12 returned MPTP inh 2.2.
Screening O=C(OCc1ccccc1)N1CCCCC1c1c(Cl)cccc1Br (configuration not stated) returned MPTP inh -0.8.
`CC(C)c1ccc(NC(=O)Nc2nnc([C@H]3C[C@H](O)[C@@H](CO)O3)s2)cc1` gave MPTP inh 1.9.
Screening CCOC(=O)Cn1cc(Cn2c3ccccc3c(=O)n2C(C)C)nn1 returned MPTP inh -0.4.
COc1cccc(-c2cnc3c(NC=O)cc(-c4cc(OC)c(OC)c(OC)c4)cn23)c1 was read as MPTP inh -0.8.
For COc1ccccc1N1CCN(S(=O)(=O)CCNC(=O)c2cccs2)CC1 the results were MPTP inh -0.8.
Screening COc1ccccc1C(O)c1ncc(-c2ccccc2C)[nH]1 (configuration not stated) returned MPTP inh 0.6.
Screening C[C@@H]1CN([C@H](C)CO)C(=O)CCCn2cc(nn2)CO[C@H]1CN(C)S(=O)(=O)c1ccccc1C#N returned MPTP inh -0.2.
For COCCNc1ncnc2c1ncn2[C@H]1CN(CCOC)C[C@@H](CO)O1 the results were MPTP inh 0.7.
N#CCOc1ccccc1CNC[C@H]1O[C@@H](n2cnc3c(=O)[nH]c(N)nc32)[C@H](O)[C@@H]1O was read as MPTP inh -0.6.
Screening CC(C)Oc1cc(F)ccc1-c1cc(C(=O)NCc2ccccc2)[nH]n1 returned MPTP inh -1.0.
`CCCS(=O)(=O)NC(=O)C1(C)CCN(C(=O)c2nc(C)oc2C)C1` (configuration not stated) gave MPTP inh -2.4.
`OC[C@@H]1CN(Cc2cccs2)C[C@H](n2cnc3c(NC4CCC4)ncnc32)O1` gave MPTP inh -0.1.
Screening CSc1ccccc1C(=O)C1CCCN(C(=O)c2cccc(Cn3cccn3)c2)C1 (configuration not stated) returned MPTP inh 0.9.
CNc1cc(-c2cc(OC)ccc2OC)ncn1 was read as MPTP inh 0.0.
For COc1ccc(NC(=O)C2Cc3c(-c4cccc(C(C)=O)c4)ccnc3O2)cc1OC (configuration not stated) the results were MPTP inh 6.4.
Screening O=C(O)c1cocc1C(=O)O returned MPTP inh -1.8.
For CCCCCC(=O)N1C[C@@H](n2cc(COC(=O)c3ccccc3)nn2)[C@H](O)C[C@@H]1c1ccc(OC)cc1 the results were MPTP inh 4.1.
CCCNC(=O)C1(C)CCN1C(=O)c1cc(C)n(C)n1 (configuration not stated) was read as MPTP inh 0.1.
`Cc1ccc(C)c(S(=O)(=O)N2CCCC2CNC(=O)C(=O)Nc2ccccc2)c1` (configuration not stated) gave MPTP inh 0.6.
`COc1ccc(-c2ccc(CN3C(C(C)C)C(=O)N(Cc4cn(CCC5OCCO5)nn4)CCS3(=O)=O)cc2)cc1OC` (configuration not stated) gave MPTP inh -1.1.
O=C(Nc1ccc(F)cc1)C(CCc1ccccc1)N1CCN(C(=O)c2ccco2)CC1 (configuration not stated) was read as MPTP inh 2.3.
Screening Cc1cccc(C)c1NC(=O)C(c1ccccc1OC(F)(F)F)N1CCN(c2ccc(F)cc2)CC1 (configuration not stated) returned MPTP inh 2.7.
For CC(=O)Nc1ccc2nc(NC(=O)CS(=O)(=O)c3ccc(F)cc3)sc2c1 the results were MPTP inh -3.0.
`CC1(c2ccc(Cl)cc2Cl)NC(=O)N(CC(=O)NCCC2=CCCCC2)C1=O` (configuration not stated) gave MPTP inh 0.6.
COc1ccccc1-c1cnc(C(O)c2cccc(F)c2)[nH]1 (configuration not stated) was read as MPTP inh 0.0.
CCN(CC)CCNc1ccc(CO)c2oc3cc(Cl)ccc3c(=O)c12 was read as MPTP inh -1.1.
`COc1cc(C(=O)N2CCCCC2c2cc(C(=O)NC(C)C)no2)cc(OC)c1C` (configuration not stated) gave MPTP inh 0.4.
Screening COc1ccc(S(=O)(=O)N2CCC(C(=O)NCCC(=O)NCc3ccccn3)CC2)cc1 returned MPTP inh -0.4.
For O=C(C(=O)N1CCN(c2ccccc2F)CC1)c1ccccc1 the results were MPTP inh 3.2.
`C[C@H]1CN([C@@H](C)CO)C(=O)CCCn2nncc2CO[C@H]1CN(C)C(=O)Cc1ccccc1` gave MPTP inh -0.1.
Screening O=[N+]([O-])c1cnccc1-n1nnc2ccccc21 returned MPTP inh 1.7.
`CCCCCC(=O)N1C[C@@H](O)[C@H](n2cc(-c3ccc(F)cc3)nn2)C[C@@H]1c1ccc(OC)cc1` gave MPTP inh -3.0.
`CC(C)(C)c1ccc(S(=O)(=O)Nc2ccc(C(O)(C(F)(F)F)C(F)(F)F)cc2)cc1` gave MPTP inh 2.0.
For COc1ccc(CCNC(=O)CN(c2ccccc2)S(=O)(=O)c2ccccc2)cc1 the results were MPTP inh -0.6.
For CC(C)(C)c1ccc(CC(=O)N2CCC2(C)C(=O)NS(=O)(=O)c2ccc(Cl)cc2)cc1 (configuration not stated) the results were MPTP inh 0.7.
Screening O=C(Nc1ccc(F)c(Cl)c1)C1Cc2c(-c3cccc(F)c3)ccnc2O1 (configuration not stated) returned MPTP inh 3.7.
`CCN(CC)c1ccc2cc(C(=O)c3cccs3)c(=O)oc2c1` gave MPTP inh -1.9.
For O=C(C[C@H]1CC[C@@H]2[C@H](COC[C@H](O)CN2Cc2cccc(F)c2)O1)NCc1cccc(F)c1 the results were MPTP inh -1.8.
For Cc1ccc([C@@H]2C[C@H]3[C@@H](CN2S(=O)(=O)c2ccc(Cl)cc2)C(=O)C[C@@H](c2cccc(Cl)c2)N3S(=O)(=O)c2ccc(C)cc2)cc1 the results were MPTP inh -3.4.
Screening O=C(c1cc(COc2c(F)cccc2F)on1)N1CC[C@@H]2CCCC[C@H]2C1 returned MPTP inh 0.0.
O=C(Nc1cccc(OC(F)(F)F)c1)c1ccc(-c2cccnc2)c2ccoc12 was read as MPTP inh -0.5.
For Nc1nc2ccc(Br)cc2s1 the results were MPTP inh 0.3.
For Cc1ccc(NC(=S)NNC(=S)NNc2ccccc2)cc1C the results were MPTP inh 17.9.
For Nc1nnc2cc(Br)ccc2n1 the results were MPTP inh -0.3.
For CCCCn1nnnc1C(c1ccccc1)N1CCN(C(=O)c2ccco2)CC1 (configuration not stated) the results were MPTP inh 0.9.
Screening Nc1ccc(CCCC(=O)NCc2cccnc2)cc1 returned MPTP inh -1.7.
`CCc1nc2c(OCc3ccccc3)cccn2c1N(C)C(=O)c1ccc(OC)cc1` gave MPTP inh 1.0.
CCc1nc2c(OCc3ccc(C(=O)OC)cc3)cccn2c1N(C)C(=O)C(C)C was read as MPTP inh 0.0.
`COc1ccc(CN2C[C@@H](CO)O[C@@H](n3cnc4c(NCc5cc(OC)c(OC)c(OC)c5)ncnc43)C2)cc1` gave MPTP inh -0.1.
CC(O)(c1ccc(F)c(F)c1)c1nc(-c2cc(F)cc(F)c2)cs1 (configuration not stated) was read as MPTP inh 3.9.
For COc1ccc(S(=O)(=O)Nc2ccc3c(c2)[C@H]2C[C@H](CC(=O)NCC4CC4)O[C@@H](CO)[C@H]2O3)cc1 the results were MPTP inh -1.3.
OC(c1ccc(F)cc1)c1ncc(-c2cccc3ccccc23)[nH]1 (configuration not stated) was read as MPTP inh 2.0.

At a glance, some entries already given.
`CC(C)(C)c1ccc(S(=O)(=O)Nc2ccc(C(O)(C(F)(F)F)C(F)(F)F)cc2)cc1` gave MPTP inh 2.0.
For COc1ccc(CCNC(=O)CN(c2ccccc2)S(=O)(=O)c2ccccc2)cc1 the results were MPTP inh -0.6.
For CC(C)(C)c1ccc(CC(=O)N2CCC2(C)C(=O)NS(=O)(=O)c2ccc(Cl)cc2)cc1 (configuration not stated) the results were MPTP inh 0.7.
Screening O=C(Nc1ccc(F)c(Cl)c1)C1Cc2c(-c3cccc(F)c3)ccnc2O1 (configuration not stated) returned MPTP inh 3.7.
`CCN(CC)c1ccc2cc(C(=O)c3cccs3)c(=O)oc2c1` gave MPTP inh -1.9.
For O=C(C[C@H]1CC[C@@H]2[C@H](COC[C@H](O)CN2Cc2cccc(F)c2)O1)NCc1cccc(F)c1 the results were MPTP inh -1.8.

(cont.)
COC(=O)[C@@]12C[C@@H](CC(=O)NCc3ccccc3)C(=O)N(CCc3ccc(OC)c(OC)c3)C1=CCC(C)(C)C2 was read as MPTP inh 7.5.
For O=S1(=O)CC(N2CCCC2)CN1CCc1ccccc1 (configuration not stated) the results were MPTP inh 0.2.
Screening O=C(Nc1c(-c2ccccc2)[nH][nH]c1=O)c1ccccc1 returned MPTP inh 0.3.
`COc1cc(-c2cc(C(=O)O)c3cc4ccccc4cc3n2)cc(OC)c1OC` gave MPTP inh -0.6.
Screening O=C(NC(c1ccc(Cl)cc1)c1cnccn1)C1CCN(Cc2ccccc2)CC1 (configuration not stated) returned MPTP inh -0.3.
For O=C(Nc1ccccc1OC(F)F)c1ccc(N2CCCC2=O)cc1 the results were MPTP inh -1.3.
For O=C1NC[C@@H](CCCCN2C[C@H](Cc3ccc(O)cc3)N(CCc3ccc(O)cc3)C(=O)C2=O)N(CC2CCCCC2)C1=O the results were MPTP inh 0.1.
For COc1ccc(CN2C(=O)COc3ccccc3C2c2nc3ccccc3[nH]2)cc1 (configuration not stated) the results were MPTP inh -1.7.
CCc1nc2ccc(C(=O)N3CCN(C(C)=O)CC3)cn2c1N(CC)C(C)=O was read as MPTP inh -0.9.
For CNc1cncc(-c2cccc(C(=O)NC3CC3)c2)n1 the results were MPTP inh -0.4.
`O=c1c2cc(F)ccc2sn1-c1ccccc1Cl` gave MPTP inh 12.5.
For CC(=O)c1cccc(NC(=O)C(C)Sc2nnc3ccccn23)c1 (configuration not stated) the results were MPTP inh -0.7.
`CCNC(=O)C1(C)CCCN(C(=O)c2cc(-c3cccs3)oc2C)C1` (configuration not stated) gave MPTP inh 1.3.
For COCOc1cccc(CN2CCC(C)(Oc3cccc(C#N)c3)C2)c1 (configuration not stated) the results were MPTP inh 0.9.
CC1(C(=O)NCc2ccccc2)Cc2c(-c3cccc(C(N)=O)c3)ccnc2O1 (configuration not stated) was read as MPTP inh 0.3.
Screening O=C(NCCCn1ccnc1)c1[nH]c(C(F)(F)F)nc1-c1ccccc1 returned MPTP inh -1.1.
Screening CCOC(=O)[C@]12CCCC=C1N(Cc1ccc(Cl)cc1Cl)C(=O)[C@H](CC(=O)N1CCC(c3ccccc3)CC1)C2 returned MPTP inh 0.0.
Screening C[C@H](CO)N1C[C@H](C)[C@H](CN(C)S(=O)(=O)c2ccccc2C#N)OCc2cnnn2CCCC1=O returned MPTP inh 10.1.
For CCCCCCCCN1C(=O)[C@H](CC(=O)NCCCCc2ccccc2)C[C@@]2(C(=O)OC)CC(C)(C)CC=C12 the results were MPTP inh 1.1.
Cc1ccc2nc(-c3cccc(Br)c3)c(Cc3ccccc3C(F)(F)F)n2c1 was read as MPTP inh -0.4.
Screening COCCCN1C(=O)C(CC(=O)NCCCN(C)C)CC(C(=O)N(C(C)C)C(C)C)=C1C (configuration not stated) returned MPTP inh -0.9.
Screening N#Cc1ccc(C(=O)N2CCCCC2c2cc(C(=O)Nc3cccc(C#N)c3)no2)cc1 (configuration not stated) returned MPTP inh -1.2.
CN(C)c1cccc(NC(=O)C2Cc3c(-c4ccc(Cl)cc4)ccnc3O2)c1 (configuration not stated) was read as MPTP inh 0.8.
For FC(F)(F)c1cccc(-c2cc3nc(NCCOc4ccccc4)ccn3n2)c1 the results were MPTP inh 4.0.
For Nc1ccn([C@@H]2O[C@H](CNCc3cccc4c3sc3ccccc34)[C@@H](O)[C@H]2O)c(=O)n1 the results were MPTP inh -0.7.
For Cc1nc2cc(NC(=O)C3(C)CCCN(C(C)C)C3)ccc2o1 (configuration not stated) the results were MPTP inh 0.1.

Five records drawn at random from the list so far, as already listed:
COc1ccccc1-c1cnc(C(O)c2cccc(F)c2)[nH]1 (configuration not stated) was read as MPTP inh 0.0.
`CC(C)(C)c1ccc(S(=O)(=O)Nc2ccc(C(O)(C(F)(F)F)C(F)(F)F)cc2)cc1` gave MPTP inh 2.0.
`CCCCCC(=O)N1C[C@@H](O)[C@H](n2cc(-c3ccc(F)cc3)nn2)C[C@@H]1c1ccc(OC)cc1` gave MPTP inh -3.0.
CCc1nc2c(OCc3ccc(C(=O)OC)cc3)cccn2c1N(C)C(=O)C(C)C was read as MPTP inh 0.0.
`CC(C)c1ccc(NC(=O)Nc2nnc([C@H]3C[C@H](O)[C@@H](CO)O3)s2)cc1` gave MPTP inh 1.9.

Some of the compounds tested; the hit share may differ from the screen's.
